B2AR arrestin: recruits beta-arrestin to the human beta2-adrenergic receptor | AID 492947 | 0.02% of 330,000 active | beta-arrestin recruitment to beta2AR, cell-based reporter | P07550 | Potency, µM (top dose mostly 46.1 µM), without a hit: at the highest dose activation, hits mostly activators;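 further: potency means the concentration at half of the fitted maximal effect; 0% = DMSO controls and full agonism = EC100 isoproterenol or metaproterenol; nearly all actives have a fitted effect of over 65% in size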
BRCA1 expr act: increases BRCA1 expression | MCF7-BRCA1-FFLuc reporter, luminescence, 48 h; response scale: scaled: vehicle 0%, 10 µM genistein 100% | Potency, µM (series often up to 46.1 µM), for inactives: at the top dose activation, hits mostly activators | 1.1% of 380,000 active | AID 624202; further: potency means the concentration at half of the fitted maximal effect; nearly all actives have a fitted effect of over 80% in size; some results filed as inactive show a strong effect at the top dose
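First, MCF7-BRCA1-FFLuc cells (2000/well) attach for 2 h; next, compounds are pin-added and incubated 48 h at 37 °C; finally, luciferase reagent is added and luminescence read after 15 min.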
PTAP TSG101 blk: blocks PTAP/TSG101 interaction to inhibit HIV-1 budding. Q99816. Fluorescence polarization, FITC-PTAP peptide / Tsg101 binding. Potency, µM (series often up to 115 µM), without a hit: at the top dose activity change, negative = inhibition, most hits filed as inhibitors. 340,000 tested, under 10 active; active means well fitted inhibition curve with a large enough effect in the main read-out, with a control signal flat, not every such curve was filed as active; inconclusive means small, poorly fitted or top-dose-only effect, or effect the other way, or a change in a side signal; inactive means no such curve, though single readings can be large or run the other way; further: potency means the concentration at half of the fitted maximal effect; % of control where 0% means no effect
Target sequence (Q99816 whole entry, looked up): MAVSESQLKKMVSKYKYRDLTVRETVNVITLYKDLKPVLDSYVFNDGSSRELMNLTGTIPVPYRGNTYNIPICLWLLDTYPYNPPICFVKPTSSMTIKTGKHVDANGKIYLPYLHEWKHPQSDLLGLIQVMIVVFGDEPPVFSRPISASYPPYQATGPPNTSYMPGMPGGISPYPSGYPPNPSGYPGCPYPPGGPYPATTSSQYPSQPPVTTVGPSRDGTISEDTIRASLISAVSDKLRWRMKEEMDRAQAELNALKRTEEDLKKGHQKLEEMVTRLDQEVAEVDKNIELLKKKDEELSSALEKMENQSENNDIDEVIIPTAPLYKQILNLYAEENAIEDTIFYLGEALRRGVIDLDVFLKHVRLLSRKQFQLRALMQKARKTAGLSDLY
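Compounds were pin-transferred onto Tsg101 binding domain (10 uM final) in HEPES pH 7.5 buffer, then FITC-PTAP peptide was added at 50 nM final. After 20 min at RT, polarization reported peptide displacement across a qHTS concentration series.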
uPA generation: inhibitors of cell surface uPA generation. cell surface uPA generation assay, qHTS. Potency, µM (top dose mostly 38.3 µM), for the others: at the top dose activity change, negative = inhibition, actives largely listed as inhibitors. 0.31% of 330,000 active; active means well fitted inhibition curve with a large enough effect; inconclusive means small, poorly fitted or top-dose-only effect; inactive means no such curve, though single readings can be large or run the other way; tested in mouse RAW 264.7 cells; further: potency means the concentration at half of the fitted maximal effect; on the % scale 0 is the no-effect control and ±100 the full control effect; nearly all actives have a fitted effect of over 55% in size
a7 integrin act: integrin-mediated muscular dystrophy alleviation activation | alpha7betagal myoblasts, beta-gal FDG fluorescence, 48 h | AID 624291 | Potency, µM (titrated, usually from 38.3 µM), for inactives: at the top dose activation, actives largely listed as activators | 0.064% of 350,000 active;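 further: potency means the concentration at half of the fitted maximal effect; 100% = response of the positive control SU9516; nearly all actives have a fitted effect of over 60% in size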
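Alpha7betagal+/- myoblasts (passage 13) were plated 16-24 hr, then exposed to compounds (1:260 dilution of DMSO stock) for 48 hours at 37C. After MPER lysis, β-galactosidase reporter activity was read as FDG fluorescence (ex 480/em 540) after 30 minutes.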
TRPV1 agonist: activates the human vanilloid receptor TRPV1. Q8NER1. TRPV1-expressing cells, Fluo-8 calcium influx, agonist mode. activation, % at 8.33 µM. 0.19% of 320,000 active; in the data active means activation above about 80%; inconclusive means between about 30% and that limit; further: 0% is about no effect
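Cells expressing TRPV1 were dye-loaded with Fluo-8 and read kinetically: 10 s baseline, 3 min after compound (agonist portion), then 2 min after EC20 capsaicin (allosteric enhancer portion). Calcium-bound dye fluorescence at 480/520 nm.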
USP2a block: inhibitors of human ubiquitin-specific protease USP2a. Potency, µM (highest dose often 38.3 µM), without a hit: at the top dose activity change, negative = inhibition, hits mostly inhibitors. O75604. AID 463254. 0.01% of 330,000 active. USP2 core, Ub-CHOP2 coupled fluorogenic reporter, 485/531;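 further: potency means the concentration at half of the fitted maximal effect; plate controls were DMSO wells for no effect and full inhibition by NEM control for full effect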
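Deubiquitinase activity read as fluorescence (485/531 nm) after Ub-CHOP2 cleavage activates the enterokinase reporter on its substrate; USP2 core 10nM, Ub-CHOP2 and substrate 25nM each, 30min compound preincubation then 60min RT; data normalized to NEM, curves fitted.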
ELG1 genotox: inducers of genotoxicity in HEK293T ELG1-luciferase cells | HEK293T ELG1-luciferase reporter, luminescence, 16 h | Potency, µM (top dose mostly 46 µM), inactives show top-dose activity change, positive = activation, most hits filed as activators | 1.3% of 330,000 active | AID 504466; further: potency means the concentration at half of the fitted maximal effect; % of control where 0% means no effect; nearly all actives have a fitted effect of over 60% in size
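Luminescence read-out: rising ELG1-luciferase signal, reflecting elevated ELG1 protein under genetic stress, flags genotoxic compounds. Cells were treated for 16 hr at 37 °C before ONE-Glo detection.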
ASM inhibitor: human S-ASM enzyme inhibition. 0.006% of 340,000 active. AID 504937. placental ASM, HMU-PC fluorogenic substrate, 60 min. P17405. Potency, µM (doses to about 57.5 µM), for inactives: at the top dose activity change, negative = inhibition, actives largely listed as inhibitors; further: potency means the concentration at half of the fitted maximal effect
Target sequence (P17405 47-631 limits assumed): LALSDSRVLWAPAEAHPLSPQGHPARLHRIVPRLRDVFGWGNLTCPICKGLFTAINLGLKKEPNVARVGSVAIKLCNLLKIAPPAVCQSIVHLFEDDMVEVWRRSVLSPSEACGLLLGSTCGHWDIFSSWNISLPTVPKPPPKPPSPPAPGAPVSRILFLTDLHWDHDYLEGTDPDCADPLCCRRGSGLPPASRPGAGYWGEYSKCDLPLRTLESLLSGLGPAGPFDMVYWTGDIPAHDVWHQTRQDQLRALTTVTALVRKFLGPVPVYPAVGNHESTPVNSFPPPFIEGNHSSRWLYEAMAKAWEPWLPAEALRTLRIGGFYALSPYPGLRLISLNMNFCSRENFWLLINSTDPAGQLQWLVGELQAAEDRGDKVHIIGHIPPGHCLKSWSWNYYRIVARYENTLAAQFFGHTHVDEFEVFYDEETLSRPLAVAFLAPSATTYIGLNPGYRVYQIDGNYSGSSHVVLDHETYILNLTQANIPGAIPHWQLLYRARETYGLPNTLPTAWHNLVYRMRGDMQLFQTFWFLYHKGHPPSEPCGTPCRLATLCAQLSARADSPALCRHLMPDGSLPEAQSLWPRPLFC
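qHTS format. ASM enzyme prepared from human placenta hydrolyses the fluorogenic substrate HMU-PC0 (9 uM final) over 60 min at 37 °C after a 10 min compound preincubation.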
p53 reactivator: restores transcriptional activity of mutant p53; AID 504706; H1299 p53-A138V BP100-luciferase reporter, luminescence, 24 h; Potency, µM (highest dose often 92.2 µM), for inactives: at the highest dose activity change, positive = activation, most hits filed as activators; 0.063% of 320,000 active; further: potency means the concentration at half of the fitted maximal effect; % of control where 0% means no effect; nearly all actives have a fitted effect of over 45% in size
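H1299 (p53-null), stable ts p53-A138V + BP100-Luc; 1000 cells/well, Opti-MEM/10% FBS; cpd 4 pt, 1:5; 24 h, 37 deg C, 5% CO2; detection reagent 10 min RT; luminescence.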
Eya2 phos inh: blocks the phosphatase activity of human Eya2; O00167; AID 488837; Potency, µM (highest dose often 76.9 µM), inactives show top-dose activity, negative = inhibition, hits mostly inhibitors; recombinant Eya2, OMFP fluorescence dephosphorylation (OMFP is methylfluorescein phosphate); 0.006% of 330,000 active; further: potency means the concentration at half of the fitted maximal effect; on the % scale 0 is the no-effect control and ±100 the full control effect
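Eya2 protein (added as 0.2 uM solution) was preincubated with compound for 10 min at ambient temperature in 50 mM HEPES pH 7.5, 50 mM NaCl, 5 uM MgCl2, 0.05% BSA, 1 mM DTT. OMFP (added at 50 uM) then reacted 10 min; fluorescence read at 485/525 nm.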
Numbers without * were called inactive; ? = inconclusive; . = not tested or not shown; [ ] = remark or other dose. Unless noted, the call rests on the fitted dose curve; in most records, active means well fitted curve in the direction sought with a large enough effect; inconclusive means small, poorly fitted or top-dose-only effect, or another doubt; inactive means no such curve, though single readings can be large; an effect the other way counts as inactive or inconclusive.

1) CCCCc1nnc(NC(=O)CSc2nc(O)c(-c3ccccc3)c(=O)[nH]2)s1
2) CC(NC(=O)c1ccc(Br)s1)c1ccncc1 (stereo not given)
3) CN(C(=O)COC(=O)c1cccc(S(=O)(=O)N2CCCCCC2)c1)C1CCS(=O)(=O)C1 (stereo not given)
4) CC(C)CNC(=O)c1ccccc1N(Cc1ccccc1)S(C)(=O)=O
5) S=C1COC(c2ccccc2)N1c1ccccc1 (stereo not given)
6) Cc1cc(C)cc(C(=O)N(CCc2ccccc2)C2=CC3CCC(C2)N3C)c1 (stereo not given)

Assay by compound,1,2,3,4,5,6
B2AR arrestin,-0.3%,-0.2%,0.2%,0.8%,-0.3%,0.3%
BRCA1 expr act,-17%,3%,-18%,-8%,-11%,-24%
PTAP TSG101 blk,-2%,3%,-6%,1%,-1%,-9%
uPA generation,-3%,-9%,-2%,-23%,-2%,-29%
a7 integrin act,1%,-3%,1%,16%,5%,-6%
TRPV1 agonist,-1,?,11,4,1,9
USP2a block,-2%,0%,0%,4%,4%,0%
ELG1 genotox,2%,-4%,-1%,-4%,2%,-4%
ASM inhibitor,-1%,8%,-1%,4%,0%,5%
p53 reactivator,-1%,-2%,-1%,?,11%,3%
Eya2 phos inh,-2%,6%,-26%,-3%,4%,4%

7) CSC1=N/C(=C\c2cccc(F)c2)C(=O)S1
8) Cc1cc(=O)oc2c(C)c(OC(C)C(=O)NCc3ccccn3)ccc12 (stereo not given)
9) Cc1ccc(-n2nc3c(N4CCC(C(=O)NCCc5cccs5)CC4)nnc(C)c3c2C)cc1
10) CC[N+]1(CC)CC2CCC(C)(C1)C2(C)C (stereo not given)
11) Cc1ccc(-c2nnn(CC(=O)N(CCO)C(C(=O)NC3CCCC3)c3ccc(F)cc3)n2)o1 (stereo not given)
12) COc1ccc(-c2c(C(=O)O)c(C(=O)O)c3n2CCC3)cc1

Assay by compound,7,8,9,10,11,12
B2AR arrestin,0.2%,-0.6%,0.3%,0.0%,0.1%,-1.2%
BRCA1 expr act,2%,0%,-47%,1%,-20%,15%
PTAP TSG101 blk,0%,0%,-1%,-8%,0%,-2%
uPA generation,-1%,3%,?,4%,-1%,1%
a7 integrin act,-10%,-21%,?,20%,4%,0%
TRPV1 agonist,3,-8,?,-1,9,-2
USP2a block,2%,0%,4%,1%,-2%,1%
ELG1 genotox,-2%,-1%[9.26 µM],7%,-19%,12%,1%
ASM inhibitor,-4%,-1%,9%,-1%,-1%,1%
p53 reactivator,-3%,-5%,-14%,0%,-4%,-3%
Eya2 phos inh,13%,-3%,5%,11%,5%,5%

13) COc1ccc(-c2cnn(C3CCS(=O)(=O)C3)c2N)cc1 (stereo not given)
14) Cc1cc(C)n2nc(SCc3nnc(SCc4ccccc4C)s3)nc2n1
15) O=C(Nc1cccc(Cl)c1)N(CCN1CCOCC1)Cc1ccccc1F
16) CCOC(=O)Cc1csc(SCC(=O)N(CC(C)C)c2c(N)n(Cc3ccccc3)c(=O)[nH]c2=O)n1
17) COc1ccccc1NCCC(=O)OCC(=O)Nc1ccccc1Cl
18) COc1ccc(C(NC(=O)c2ccccc2F)NC(=O)c2ccccc2F)cc1

Assay by compound,13,14,15,16,17,18
B2AR arrestin,0.2%,0.1%,0.0%,0.2%,0.4%,-0.6%
BRCA1 expr act,4%,-31%,-4%[1.84 µM],-17%,9%,-17%
PTAP TSG101 blk,-4%,-2%,-11%,-1%,0%,-4%
uPA generation,10%,-12%,-1%,-2%,?,8%
a7 integrin act,-12%,-43%,-1%,6%,1%,7%
TRPV1 agonist,2,1,7,-4,.,-1
USP2a block,-1%,-2%,-2%,-1%,1%,3%
ELG1 genotox,8%,-6%,1%,-1%,10%,-1%
ASM inhibitor,1%,-6%,-1%,.,-1%,5%
p53 reactivator,4%,7%,3%,2%,-1%,0%
Eya2 phos inh,0%,4%,-35%,28%,-6%,2%

Some of these compounds in order of the B2AR arrestin value, rising.
| nr | compound | B2AR arrestin |
| --- | --- | --- |
| 15 | O=C(Nc1cccc(Cl)c1)N(CCN1CCOCC1)Cc1ccccc1F | 0.0% |
| 14 | Cc1cc(C)n2nc(SCc3nnc(SCc4ccccc4C)s3)nc2n1 | 0.1% |
| 16 | CCOC(=O)Cc1csc(SCC(=O)N(CC(C)C)c2c(N)n(Cc3ccccc3)c(=O)[nH]c2=O)n1 | 0.2% |
| 17 | COc1ccccc1NCCC(=O)OCC(=O)Nc1ccccc1Cl | 0.4% |

Further compounds.
19) CSC1=C(C#N)C(c2ccccc2Cl)C2=C(CCCC2=O)N1 (stereo not given)
20) COc1ccc(C(=O)NNC2CC(=O)N(Cc3ccc(Cl)cc3)C2=O)cc1OC (stereo not given)
21) Cc1cccc(C=CC(=O)c2ccc(Cl)cc2)c1
22) CCOC(=O)c1oc2ccccc2c1CSc1nnnn1-c1ccc(OC)cc1
23) CCO[C@@H]1OC(C(=O)NCc2nc3ccccc3[nH]2)=C[C@H](C(C)(C)C)[C@H]1CCCO
24) Cc1nnc(SCC(=O)Nc2ccc3[nH]c(=O)[nH]c3c2)s1

Assay by compound,19,20,21,22,23,24
B2AR arrestin,0.0%,-0.9%,.,0.0%,.,-0.7%
BRCA1 expr act,.,-8%,12%,-31%,-77%,5%
PTAP TSG101 blk,.,-12%,2%,-3%,-1%,0%
uPA generation,.,8%,-5%,6%,?,-3%
a7 integrin act,.,24%,18%,-9%[7.66 µM],4%,-17%
TRPV1 agonist,-2,2,.,6,.,1
USP2a block,0%,4%,.,1%,.,0%
ELG1 genotox,-6%,-1%,.,8%,.,0%
ASM inhibitor,.,-2%,-3%,-6%,4%,3%
p53 reactivator,0%,-4%,.,-10%,.,-1%
Eya2 phos inh,1%[15.4 µM],-15%,.,-9%,.,-12%

25) Cc1cc(C(=O)NC2CCCc3ccccc32)no1 (stereo not given)
26) COc1cccc(NC(=O)CNS(=O)(=O)c2ccc(Cl)cc2)c1
27) C/C(=N\NC(=O)c1ccccn1)c1ccc(C(=O)O)s1
28) Cc1cccc(C)c1OCC(O)CN1CCC(CN2C(=O)c3cccc4cccc(c34)C2=O)CC1 (stereo not given)
29) O=C(CCCn1c(=S)[nH]c2ccsc2c1=O)Nc1ccc2c(c1)OCO2
30) CC(=O)Nc1cccc(NC(=O)C2CCCN2C(=O)Nc2ccccc2C)c1 (stereo not given)

Assay by compound,25,26,27,28,29,30
B2AR arrestin,-0.6%,-1.1%,-0.3%,0.2%,-0.4%,0.4%
BRCA1 expr act,-2%,-20%,.,-3%,-23%,-1%
PTAP TSG101 blk,-9%,0%,.,-1%,0%,-9%
uPA generation,.,0%,.,4%,-6%,5%
a7 integrin act,-14%[7.66 µM],-14%,.,-76%[inhibitor],-12%,16%
TRPV1 agonist,5,8,-2,6,2,-2
USP2a block,3%,-7%,1%,1%,-5%,-2%
ELG1 genotox,3%,0%,?,-17%,0%,-1%
ASM inhibitor,2%,-1%,.,-8%,0%,0%
p53 reactivator,4%,-8%,12%,-1%,-1%,-3%
Eya2 phos inh,-9%,-7%,7%,7%,-12%,12%

31) Cc1ccc(NC(=O)CSCCc2ccccn2)nc1
32) O=C(O)c1ccc(N=NN2CCOCC2)cc1
33) COc1ccc(C(=O)c2c(C)oc3ccc(O)c(CN4CCOCC4)c23)cc1
34) COc1ccc(C)cc1NC(=O)CSc1nnc(-c2ccco2)n1Cc1ccco1
35) O=C(N/N=C/c1ccccc1)c1cc[n+]([O-])cc1
36) N#C/C(=C/c1ccc(F)cc1)C(N)=S
37) CC(=O)N1CCc2cc(S(=O)(=O)C(C)CC(=O)NCc3ccc(C)o3)ccc21 (stereo not given)

Assay by compound,31,32,33,34,35,36,37
B2AR arrestin,-0.5%,-0.6%,1.1%,-0.3%,-0.5%,0.2%,0.1%
BRCA1 expr act,19%,5%,-7%,-8%,-8%,24%,5%
PTAP TSG101 blk,-6%,1%,-10%,-1%,-7%,-2%,-1%
uPA generation,7%,2%,1%,7%,0%,1%,10%
a7 integrin act,-11%,-7%,-13%,11%,-16%,-2%,-9%
TRPV1 agonist,-6,-2,6,0,-1,-5,1
USP2a block,0%,3%,-12%,-1%,1%,-1%,3%
ELG1 genotox,1%,1%,-9%,-1%,1%,-6%,-1%
ASM inhibitor,0%,2%,1%,3%,-1%[11.5 µM],-1%,-1%
p53 reactivator,9%,24%,-5%,-5%,8%,-4%,17%
Eya2 phos inh,3%,0%,-6%,-6%,5%,2%,3%
